Source: PubChem
hcGAS inh – inhibitors of human cGAS; Q8N884; recombinant h-cGAS, ATP depletion, Kinase-Glo luminescence; inhibition, % at 12.5 µM; 0.081% of 290,000 active; AID 1259398;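 note: 0% = vehicle reaction and 100% = reaction without DNA for no activity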
Target sequence (Q8N884 whole entry, looked up): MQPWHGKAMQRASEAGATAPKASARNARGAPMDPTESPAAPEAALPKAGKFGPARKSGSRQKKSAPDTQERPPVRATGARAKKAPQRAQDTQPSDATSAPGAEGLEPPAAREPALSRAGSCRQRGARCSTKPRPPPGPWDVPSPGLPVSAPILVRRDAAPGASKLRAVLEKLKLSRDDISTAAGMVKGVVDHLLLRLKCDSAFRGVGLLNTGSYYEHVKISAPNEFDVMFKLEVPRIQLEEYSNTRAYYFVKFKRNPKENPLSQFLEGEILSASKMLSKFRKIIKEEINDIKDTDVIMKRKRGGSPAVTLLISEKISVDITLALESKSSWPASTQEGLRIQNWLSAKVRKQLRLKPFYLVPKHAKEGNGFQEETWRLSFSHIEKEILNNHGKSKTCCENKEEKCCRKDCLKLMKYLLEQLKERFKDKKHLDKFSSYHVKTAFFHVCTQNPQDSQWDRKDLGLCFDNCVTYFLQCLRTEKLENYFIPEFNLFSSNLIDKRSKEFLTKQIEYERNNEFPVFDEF
NPYLR7 agonist – mosquito NPYLR7 agonism. HEK293T NPYLR7/Galpha15, GCaMP6s calcium fluorescence. activation, % at 10 µM. AID 1259423. 0.15% of 270,000 active; in the data active = activation above about 40%;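 note: 0% = vehicle and 100% = reference agonist at the receptor; some compounds past the cut are filed as inactive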
mcGAS inh – blocks mouse cGAS activity | AID 1259399 | Q8C6L5 | recombinant cGAS, Kinase-Glo ATP depletion luminescence | 0.15% of 160,000 active | inhibition, % at 12.5 µM;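 note: 0% = negative control wells and 100% = reference inhibitor with no enzyme activity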
Active calls of the source: *; / = not tested or not shown; & = joins results of further samples. Cut-off read from the data, not from the text of the source, unless noted: active = inhibition above about 40%; inactive = the rest.

Compound	hcGAS inh	NPYLR7 agonist	mcGAS inh
C=CCNC(=O)C(NC(=O)c1ccc(F)cc1)C1CCN(C(=O)c2cccs2)CC1 (centres undefined)	-1.9	-1.5	-2.8
CC(SC(c1ccccc1)c1ccccc1)C(=O)NC(C)(C)C (centres undefined)	-6.7	1.6	-6.2
CCc1nc2ccc(C(=O)NCc3ccc(N(C)C)cc3)cn2c1N(C=O)CC	1.5	-7.8	1.7
CCOC(=O)N1CCC(NC(=O)Cn2nc(C(F)(F)F)cc2C)CC1	-6.3	-4.4	-5.1
CS(=O)(=O)N1CCN(S(C)(=O)=O)C(OCc2ccccc2)C1OCc1ccccc1 (centres undefined)	-0.4	-8.3	/
CCOC(=O)N1CCC(NCc2csc(-c3cnccn3)n2)CC1	-0.8	4.2	/
CC1CCC2(CC1)NC(=O)N(CN(Cc1ccccc1)C(C)C)C2=O (centres undefined)	-6.8	7.9	/
COc1ccc(-c2csc(=Nc3ccccc3OC)n2NC(=O)CNc2ncc(C(F)(F)F)cc2Cl)cc1	2.2	-8.2	/
O=C(CC1SC(=Nc2ccccc2)N(c2ccccc2)C1=O)Nc1ccccc1C(F)(F)F (centres undefined)	-2.2	-5.0	/
c1ccc(NC2CCCN(Cc3cccn3-c3ncccn3)C2)cc1 (centres undefined)	-3.9	-2.5	/
COc1ccc(C(CCN(C)C(=O)c2cnc3cc(C)nn3c2C)Oc2cccc3ccccc23)cc1 (centres undefined)	8.4	1.5	-2.5
CN(C)C(=O)c1ccc(-c2ccc(Cn3ccnc3)cc2)cc1	-1.5	-3.6	/
COc1cc(Oc2ncccc2C(N)=O)ccc1CN1CCCC1	-6.5	2.5	/
C[C@H](NC(=O)c1ccc(-n2nc(-c3cccc(Cl)c3)cc2N)cc1)[C@H](O)c1ccccc1	-2.4	-4.0	-4.0
Cc1cccnc1C(c1ccccc1)N(C)C(=O)C1CCN(S(=O)(=O)c2ccccc2)CC1 (centres undefined)	-6.0	6.0	-3.3
COc1ccc(C(=O)NC2CCN(C3CC3)CC2)cc1S(=O)(=O)N1CCCC1	-1.6	-1.0	-4.1
CCOc1ccc(CNC(=O)C2CN(CC)CCO2)cc1C (centres undefined)	-2.3	2.9	/
Fc1ccc(Cl)cc1Nc1ncnc2sc3c(c12)CCC3	2.9	-3.6	-5.1
NC(=O)c1ccc(Oc2ccc(-c3ccccc3)cc2)nc1	-4.3	2.4	/
COC(=O)N(C)c1ccc(NC(=O)c2nc(Cl)c(Cl)c(Cl)c2Cl)cc1	-4.7	4.5	/
CCOc1cccc(C2CC(=O)Nc3cc(OC)c(OC)cc32)c1 (centres undefined)	-2.6	3.3	/
O=C(Oc1ccc(-c2nccs2)cc1)C1CC2CCC1C2 (centres undefined)	-1.0	1.4	/
O=C(Nc1ccc(F)c(F)c1)c1ccc(C2SCCS2)cc1	-19.9	1.5	/
CN(C)c1ccc(/C=N\N2C(=O)C3C4C=CC(CC4)C3C2=O)cc1 (centres undefined)	-0.6	10.7	-5.3
N#Cc1cc(NCC(=O)N2CCN(S(=O)(=O)c3ccc4c(c3)CCC4)CC2)ccc1Cl	-3.1	3.5	-5.7
Cc1cccc(CN(C)C(C)C(=O)N2CCN(c3ccccc3O)CC2)n1 (centres undefined)	-7.6&-8.5	12.8&20.3	/
Cc1ccc(-n2cc(C)cn2)c(NC(=O)c2ccncc2)c1	-13.0	5.8	-13.4
COc1ccc(OC)c(C2CC(c3ccccc3F)=NN2C(=O)CN2CCC3(CC2)OCCO3)c1 (centres undefined)	-5.1	0.6	-5.3
CCN(C(=O)c1cc(-c2ccccc2)n[nH]1)C1CCS(=O)(=O)C1 (centres undefined)	-1.6	-1.4	/
Cc1ccccc1NC(=O)CSc1nc(=O)n(CCCN2CCOCC2)c2c1CCC2	-8.3	-0.4	-8.3
CCOC(C)c1ccc(-c2ccc3cc[nH]c(=O)c3c2)cc1 (centres undefined)	-4.0	-2.4	-10.0
O=C(CSc1nc2ccccc2s1)NNC(=O)NC1CCCCC1	-0.6	9.1	-3.4
O=C(Cc1cc(-c2cc3ccccc3o2)on1)NCc1ccco1	-0.7	10.1	-2.0
COC(=O)c1cc(NC(=O)C2(c3ccccc3)CCC2)cc(C(=O)OC)c1	6.2	-0.6	-2.1
O=C(C1CCCN1S(=O)(=O)c1cccs1)N1CCN(c2nc3c(F)cc(F)cc3s2)CC1 (centres undefined)	-0.3	-2.4	-1.1
Fc1ccc(N2CCN(c3nc(-c4cc5ccccc5o4)nc4ccccc34)CC2)c(F)c1	-1.5	-0.4	-3.7
COc1ccc(OC)c(-c2cnc(-c3cccc(CNC(=O)/C=C/c4ccccc4Cl)c3)[nH]2)c1	-4.9	2.4	-6.4
NC(=O)c1cc2cc(Cl)ccc2oc1=Nc1cccc(F)c1	-5.0	-2.4	/
Cc1nc(C2CCCN(C(=O)CC3CCCC3)C2)cc(=O)[nH]1 (centres undefined)	-13.5	/	-6.5
Cc1ccc(-n2c(SCc3nc(C(=O)NCCN4CCCC4)cs3)nnc2-c2ccccc2Cl)cc1	-6.4	4.4	-3.3
O=C(CCc1ccccc1)Nc1ccnn1C1CCN(Cc2ccc(F)c(F)c2)CC1	-3.3	-0.2	-3.7
O=C(Cc1ccccc1)Nc1ccc(C2SCC(=O)N2c2cccc(F)c2)cc1 (centres undefined)	-9.1	-3.1	-6.6
Cc1nc(-c2ccccc2)sc1C(=O)NCCCn1nc(-c2cccnc2)ccc1=O	-0.6	4.7	/
NS(=O)(=O)c1cc(C2(O)NC(=O)c3ccccc32)ccc1Cl (centres undefined)	-5.3&-2.7&-2.3	-6.8&-0.8&-5.0	/
COc1ccc(-c2csc(NC(=O)c3ccc(C#N)cc3)n2)cc1C	-0.3	0.0	-3.0
Cc1ccccc1-c1cccc(C(=O)N2CCOC3(CNCCOC3)C2)c1 (centres undefined)	-3.0	8.9	/
CCOc1ccc(CN2C(=O)C3(SC(NC(C)=O)=NN3C(C)=O)c3cccc(C)c32)cc1 (centres undefined)	-3.1	-1.7	-6.1
COc1cccc(CN2C(=O)c3cnc(-c4cccs4)nc3C[C@H]2Cc2ccccc2)c1	-6.5	19.8	/
CC1(C)OCC(C2OC(Nc3cccc(CC(=O)NCc4ccccn4)c3)[C@H]3OC(C)(C)O[C@@H]23)O1 (some centres undefined)	-4.2	-2.5	-6.2
CC(=O)c1cc(CN2CCc3c(cccc3NC(=O)c3ccncc3)C2)cs1	-2.5	-0.5	/
c1ccc(CN2CCC(NCc3cc(-c4ccco4)on3)CC2)nc1	-6.2	9.3	-12.4
Cc1oc2c(c1C(=O)N1CCC3(CC1)OCCO3)CN(C)CC2	-11.6	/	-5.4
Cc1ccccc1Cn1cc(NC(=O)Nc2cccc(Cl)c2C)cn1	-1.2	-1.9	-4.5
CCOC(=O)c1cn[nH]c1S(=O)(=O)N1CCN(C2CCCCC2)CC1	-3.8	0.9	-5.7
S=c1[nH]nc2c3ccccc3ncn12	9.5	-5.9	/
CC(=O)OC(CSC#N)SC#N (centres undefined)	12.8	5.5	/
Cc1ccccc1Oc1cc(N2CCN(C(=O)/C=C/c3ccccc3)C(C)C2)ncn1 (centres undefined)	-5.5	8.7	-6.0
COc1ccc2o/c(=N\NC(=O)c3ccccc3OC)c(-c3nc4ccccc4[nH]3)cc2c1	-3.3	-7.9	/
CC(C)Cn1c(CN2CCN(Cc3ccccc3)CC2)nc2c1c(=O)n(C)c(=O)n2C	-3.6	1.4	/
CCOCc1cc(CNC2CCCc3c2cnn3-c2cccc(C)c2C)ccc1OC (centres undefined)	-3.6	5.3	-10.0

Next structures follow.
Compound	hcGAS inh	NPYLR7 agonist	mcGAS inh
CC1CN(CC(=O)Nc2c(F)cccc2F)CC(C)O1 (centres undefined)	-2.2	-7.3	/
c1ccc(-c2nnc(-c3ccco3)nc2OCCN2CCOCC2)cc1	6.4	6.4	/
C=CCCC(=O)N1CCC(c2cn(Cc3cccc(F)c3)c3ccccc23)CC1	-2.1	4.5	-6.7
COCCNC(=O)c1ccccc1N1CCC(NC(=O)Nc2cccc(Cl)c2)CC1	-4.2	-2.4	-3.5
CCNC(=O)c1ccc(-c2cccc(C(=O)O)c2)nc1	0.4	-5.0	/
Cc1cccc(Nc2nnc(SC(C)C(=O)NC(N)=O)s2)c1 (centres undefined)	-10.9	-5.4	-3.7
CCCS(=O)(=O)NC1CCN(c2ncc(C(F)(F)F)cc2Cl)CC1	-7.8	-2.5	/
CCOC(=O)c1c(C)n(CC(O)c2ccc([N+](=O)[O-])cc2)c2ccc(O)c(C)c12 (centres undefined)	0.1	1.1	0.0
COc1cccc(Cn2c(=O)c(C(=O)NCc3ccccn3)nn(-c3ccc(C(F)(F)F)cc3)c2=O)c1	-8.3	14.0	-7.1
COc1cc(NC(=O)CN2C(=O)c3ccccc3C2=O)ccc1O	-7.0	4.9	-7.5
Cc1ccc2cc(/C=N\Nc3nc(-c4ccccc4)c4cc(Cl)ccc4n3)c(Cl)nc2c1	-5.4	7.3	-4.4
Cc1ccc(-c2nnc(SCc3ccc(C(N)=O)cc3)n2-c2ccccc2F)cc1	-8.2	/	-13.1

7 neighbouring entries from above, for reference:
Compound	hcGAS inh	NPYLR7 agonist	mcGAS inh
CC1CN(CC(=O)Nc2c(F)cccc2F)CC(C)O1 (centres undefined)	-2.2	-7.3	/
c1ccc(-c2nnc(-c3ccco3)nc2OCCN2CCOCC2)cc1	6.4	6.4	/
C=CCCC(=O)N1CCC(c2cn(Cc3cccc(F)c3)c3ccccc23)CC1	-2.1	4.5	-6.7
COCCNC(=O)c1ccccc1N1CCC(NC(=O)Nc2cccc(Cl)c2)CC1	-4.2	-2.4	-3.5
CCNC(=O)c1ccc(-c2cccc(C(=O)O)c2)nc1	0.4	-5.0	/
Cc1cccc(Nc2nnc(SC(C)C(=O)NC(N)=O)s2)c1 (centres undefined)	-10.9	-5.4	-3.7
CCCS(=O)(=O)NC1CCN(c2ncc(C(F)(F)F)cc2Cl)CC1	-7.8	-2.5	/

Next section:
Compound	hcGAS inh	NPYLR7 agonist	mcGAS inh
C[C@]12CCC3c4ccc(OS(=O)(=O)O)cc4CCC3C1CCC2=O (some centres undefined)	0.1&2.3	-4.4	0.2
COc1cc(C2SCC(=O)N2CCN2CCCCC2)cc([N+](=O)[O-])c1O (centres undefined)	3.1	9.1	-9.1
CCOC(=O)c1nn(-c2ccccc2C)c(=O)cc1OS(=O)(=O)c1cccc(C)c1	-9.0	-1.5	-7.4
Cc1cc(C)n(-c2ccc(NC(=O)C3CCCCN3C(=O)C3=CCCCC3)cc2)n1 (centres undefined)	-2.6	11.9	-7.8
COc1ccc(OC)c(NC(=O)C(C)S(=O)Cc2ccccc2C(F)(F)F)c1 (centres undefined)	2.2	-0.3	/
CCc1ccc(/C=C/c2nc3ccccc3[nH]c2=O)cc1	-3.4	-7.5	/
Cc1ccc2oc(C(=O)NC3CCN(Cc4ccccc4)C3)cc(=O)c2c1 (centres undefined)	-7.7	-0.7	/
CC(C)=CC(=O)N1CC[C@@H](N2CCN(CCc3ccccc3)CC2)[C@H](O)C1	-10.3	22.6	/
Cc1noc(C(C)C)c1C(=O)NC(C)c1cccc(Br)c1 (centres undefined)	-6.1	-0.5	/
COCC1(C(=O)N(Cc2sccc2C)CC(C)C)CCC1	-3.0	0.3	/
CC[n+]1ccccc1/C=C/c1cc[nH]c1	1.1	2.9	/
CCc1nc2ccc(C(=O)N(C)CCCN(C)C)cn2c1N(C)C(=O)c1cccc(OC)c1	-0.7	3.5	0.4

One compound at a time, as listed above:
Cc1nc(C2CCCN(C(=O)CC3CCCC3)C2)cc(=O)[nH]1 (centres undefined) reads hcGAS inh = -13.5; NPYLR7 agonist = /; mcGAS inh = -6.5
CCOC(=O)N1CCC(NC(=O)Cn2nc(C(F)(F)F)cc2C)CC1 reads hcGAS inh = -6.3; NPYLR7 agonist = -4.4; mcGAS inh = -5.1

The listing continues.
Compound	hcGAS inh	NPYLR7 agonist	mcGAS inh
CCc1nc(C)ccc1OCC(=O)NC1CC(=O)N(C2CCCCCC2)C1 (centres undefined)	-6.6	18.2	/
COc1ccc(C(CC(=O)NCc2ccc(F)cc2)c2c[nH]c3ccccc23)c(OC)c1 (centres undefined)	-6.0	0.6	-8.4
COc1ccc2c(c1)CC(NCc1noc(-c3ccco3)n1)CC2 (centres undefined)	-2.0	11.6	-7.8
Cc1nccn1CCC1CCCCN1C(=O)NC1CCCCC1 (centres undefined)	-1.2	2.1	/
COC(OC)C12c3ccccc3C(c3ccccc31)C1C(=O)N(C(C)(C)C)C(=O)C12 (centres undefined)	-2.9	-7.2	/
COc1ccc(N2C(=O)/C(=C\c3cn(C)c4ccccc34)C(=O)NC2=S)cc1	-5.0	-8.3	-3.2
C#CCN(C)C(=O)c1ccc(-n2nc(C(=O)OCC)cc2-c2ccc(Cl)cc2)cc1	-7.8	1.4	-7.8
CC(C)CN(C)C(=O)c1cn(C(c2ccccc2)c2ccccc2)nn1	-6.1	-5.4	/
CC(C)CN1CCC(C2CCN(c3ncnc4nc[nH]c34)C2)CC1 (centres undefined)	-6.4	4.0	-17.7
Cc1cccc(Cn2c(NCCN(C)C)nc3c2c(=O)n(C)c(=O)n3C)c1	-7.8	2.7	-4.7
Cc1cc(NC(=O)Cc2ccccc2)n(-c2ncnc3c2cnn3-c2cccc(C)c2C)n1	-4.0	5.4	-8.9
CCCn1ncc(CN2CCC(Cc3ccccc3C(F)(F)F)(C(=O)OCC)CC2)c1C	-6.9	9.3	-1.1
